YAP1 CTGF inhibition: YAP1 pathway inhibitors via CTGF transcript, primary screen, DLD1 colon cancer cells, RT-qPCR, single point (AID 743449). DLD1 CTGF mRNA qPCR, 24 h; hits give high values. inhibition, % at 12.5 µM. hit rate 0.9% among 9,900;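 active means mean normalized replicate activity at least 50 and at least half of replicates each reaching 50; inconclusive means only one of the two criteria met; inactive means neither criterion met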;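 further: 0% = neutral control wells and 100% = dasatinib control wells; higher means stronger suppression of CTGF expression like dasatinib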
Pax4 mRNA alpha TC1: activators of Pax4 gene expression, primary screen, RT-PCR, mouse alpha TC1 cells, single point (AID 1053180) | mouse alpha TC1 cells, Pax4 mRNA qPCR, 6 days; hits give high values; 100% = Pax4 plasmid added at qPCR | activation, % at 10 µM | hit rate 0.2% among 9,600;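 active means highest normalized replicate activity of 15 or more, or at least half the replicates reach 15 or more; inactive means neither condition met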;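 further: pax4 Ct normalized to GAPDH with activation seen as lower delta delta Ct; plate controls were plate neutral control wells for no effect and Pax4 plasmid positive control for full effect; each compound tested in two replicate wells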
Numbers without * were called inactive; u = inconclusive; x = no result given. Not all compounds are listed; count on the stated rates, not on these rows.

no.	Molecule	YAP1 CTGF inhibition	Pax4 mRNA alpha TC1
1	CC(=O)N1CC2(C1)[C@H](c1ccccc1)[C@H](CO)N2C(=O)c1cnccn1	-10.2	x
2	OC[C@@H]1[C@H](c2ccc(C#Cc3ccccc3F)cc2)[C@@H]2CN(CC3CCOCC3)CCCCN12	-33.6	0.0
3	COCC#Cc1ccc([C@H]2[C@H](CO)N3C(=O)CN(C(=O)C4CCCCC4)C[C@@H]23)cc1	2.7	0.0
4	C[C@H](NC(=O)C[C@@H]1C=C[C@H](NC(=O)c2cccnc2)[C@H](CO)O1)c1ccccc1	15.7	0.0
5	C[C@@H](NC(=O)[C@H]1[C@H](CO)[C@H]2Cn3c(ccc(-c4ccccc4)c3=O)[C@H]2N1C)c1ccccc1	-3.2	0.0
6	C[C@@H]1CN([C@@H](C)CO)C(=O)c2c(c3ccccc3n2C)-c2ccccc2CO[C@@H]1CN(C)S(=O)(=O)c1ccc([N+](=O)[O-])cc1	-9.1	0.1
7	C[C@@H]1CN([C@@H](C)CO)C(=O)c2cccc(NS(=O)(=O)c3cn(C)cn3)c2O[C@H]1CN(C)Cc1ccc(Oc2ccccc2)cc1	26.7	0.0
8	COc1cccc(-c2ccc([C@H]3[C@@H](C#N)N(C(=O)Cc4ccncc4)[C@@H]3CO)cc2)c1	-43.1	0.0
9	CO[C@H]1CC[C@H]2CCOc3ccc(C#N)cc3C(=O)N(C)C[C@@H](c3ccccc3)CC(=O)N(C)C[C@H]1O2	10.1	0.0
10	COCC(=O)N1CC2(C1)CN(Cc1ccccc1F)[C@H](CO)c1[nH]c3cc(OC)ccc3c12	-32.3	0.0
11	COc1cccc(NC(=O)N[C@@H]2CC[C@@H](CC(=O)N3CCN(C)CC3)O[C@@H]2CO)c1	-5.2	0.0
12	CCS(=O)(=O)Nc1ccc2c(c1)C(=O)N(C)[C@H]1CC[C@@H](CC(=O)N[C@H]3CCN(Cc4ccccc4)C3)O[C@@H]1CO2	-12.1	0.0
13	CC(C)NC(=O)Nc1ccc2c(c1)C(=O)N([C@@H](C)CO)C[C@@H](C)[C@H](CN(C)C(=O)C1CCCCC1)OCCCC[C@H](C)O2	3.5	0.0
14	CO[C@H]1CN(C)C(=O)c2ccc(NS(=O)(=O)CC(F)(F)F)cc2OC[C@H](C)N(Cc2nccs2)C[C@H]1C	17.5	0.0
15	C[C@@H]1CN([C@H](C)CO)C(=O)c2cc(N(C)C)ccc2O[C@@H](C)CCCCO[C@@H]1CN(C)S(=O)(=O)c1ccc(F)cc1	-7.8	0.0
16	COCC(=O)N1[C@H](C#N)[C@H](c2ccc(C#CCC3CCCC3)cc2)[C@@H]1CO	11.2	0.0
17	COc1ccc2c3c([nH]c2c1)[C@@H](CO)N(C(=O)C1CCOCC1)CC31CN(C(=O)NC(C)C)C1	14.0	0.0
18	CCCNC(=O)N1[C@@H](C#N)[C@H](c2ccc(C#Cc3cccc(F)c3)cc2)[C@@H]1CO	31.3	0.0
19	C[C@H](CO)N1C[C@H](C)[C@H](CN(C)C(=O)Nc2ccccc2C(F)(F)F)OCc2ccccc2-c2c(n(C)c3ccccc23)C1=O	-1.7	0.0
20	O=C(N[C@@H]1CC[C@@H](CCn2cc(-c3ccccc3F)nn2)O[C@@H]1CO)c1ccc2c(c1)OCO2	-16.4	0.0
21	COc1ccccc1-c1ccc([C@@H]2[C@H](C#N)N[C@@H]2CO)cc1	-40.9	0.0
22	C[C@H](CO)N1C[C@H](C)[C@@H](CN(C)S(=O)(=O)c2cn(C)cn2)Oc2cc(C#Cc3cccc(F)c3)ccc2S1(=O)=O	43.3	0.0
23	O=C(NCC1CCCCC1)[C@H]1[C@H](CO)[C@H]2Cn3c(ccc(-c4ccc(F)cc4)c3=O)[C@@H]1N2	27.7	0.0
24	O=C(Nc1ccccc1)[C@H]1[C@H](CO)[C@H]2Cn3c(ccc(C4=CCCCC4)c3=O)[C@H]2N1Cc1cocn1	19.5	0.0
25	C/C=C/c1ccc(C2[C@H]3CNC[C@@H]2N3S(=O)(=O)c2c(C)noc2C)cc1 (stereo not given in full)	-0.5	0.0

A draw from above in order of SMILES length, descending.
no.	Molecule	YAP1 CTGF inhibition	Pax4 mRNA alpha TC1
13	CC(C)NC(=O)Nc1ccc2c(c1)C(=O)N([C@@H](C)CO)C[C@@H](C)[C@H](CN(C)C(=O)C1CCCCC1)OCCCC[C@H](C)O2	3.5	0.0
23	O=C(NCC1CCCCC1)[C@H]1[C@H](CO)[C@H]2Cn3c(ccc(-c4ccc(F)cc4)c3=O)[C@@H]1N2	27.7	0.0
20	O=C(N[C@@H]1CC[C@@H](CCn2cc(-c3ccccc3F)nn2)O[C@@H]1CO)c1ccc2c(c1)OCO2	-16.4	0.0
1	CC(=O)N1CC2(C1)[C@H](c1ccccc1)[C@H](CO)N2C(=O)c1cnccn1	-10.2	x

Other compounds:
no.	Molecule	YAP1 CTGF inhibition	Pax4 mRNA alpha TC1
26	COc1ccccc1-c1ccc2c(c1)O[C@H](CN(C)CC1CCOCC1)[C@H](C)CN([C@H](C)CO)S2(=O)=O	-28.4	0.0
27	COc1ccc2c3c(n(C)c2c1)[C@@H](CO)N(C(=O)Nc1ccccc1F)CC31CN(C(=O)c2ccccc2F)C1	-10.9	0.0
28	O=C(C1CCOCC1)N1CC2(C1)[C@@H](c1ccccc1)[C@H](CO)N2Cc1ccccc1F	-20.3	x
29	CCCC(O)C#Cc1cnc2c(c1)C(=O)N([C@H](C)CO)C[C@H](C)[C@H](CN(C)S(=O)(=O)c1ccc(C#N)cc1)O2 (stereo not given in full)	25.0	0.0
30	CO[C@@H]1CN(C)C(=O)c2ccc(NC(=O)C3CC3)cc2OC[C@H](C)N(C(C)=O)C[C@H]1C	6.1	0.0
31	CC(C)NC(=O)Nc1ccc2c(c1)C(=O)N(C)[C@H]1CC[C@H](CC(=O)NCc3ccc(F)cc3)O[C@@H]1CO2	-11.0	0.0
32	OC[C@H]1[C@@H](c2ccccc2)C2(CN(Cc3nccs3)C2)N1CC1CCOCC1	10.1	x
33	N#C[C@@H]1[C@H](c2ccccc2-c2ccccc2F)[C@H](CO)N1C(=O)c1cccc(F)c1	3.1	0.0
34	CCC(=O)N[C@@H]1CC[C@@H](CC(=O)NCc2ccccc2F)O[C@H]1CO	-4.7	0.0
35	O=C(NCC[C@@H]1CC[C@H](NC(=O)C2CCOCC2)[C@H](CO)O1)c1cc(Cl)cc(Cl)c1	17.2	0.0
36	CCC(=O)N1C[C@@H](C)[C@@H](OC)CN(C)C(=O)c2ccc(NC(=O)CC(F)(F)F)cc2OC[C@@H]1C	-5.8	0.0
37	COCC(=O)Nc1ccc2c(c1)C(=O)N(C)[C@@H]1CC[C@@H](CC(=O)NC3Cc4ccccc4C3)O[C@@H]1CO2	u	0.0
38	CN(C[C@H]1[C@@H](c2ccccc2)[C@@H](CO)N1Cc1ccccn1)S(C)(=O)=O	-26.4	0.0
39	C[C@@H]1CN([C@H](C)CO)C(=O)c2ccccc2-c2ccccc2CO[C@H]1CN(C)S(=O)(=O)c1cn(C)cn1	11.4	0.0
40	Cc1noc(C)c1NC(=O)N1C[C@@H](O)COC[C@@H]2O[C@H](CC(=O)NCC3CC3)CC[C@H]21	-3.4	0.0
41	CO[C@@H]1CC[C@@H]2CCN(C)C(=O)CCCN(C)C(=O)c3cc(C#N)ccc3OC[C@H]1O2	-10.6	0.0
42	COc1ccccc1-c1ccccc1[C@H]1[C@@H](C#N)N(C(=O)C2CCOCC2)[C@H]1CO	-7.9	0.0
43	COc1ccccc1C(=O)Nc1ccc2c(c1)C(=O)N(C)C[C@H](OC)[C@@H](C)CN(C(C)=O)[C@H](C)CO2	-14.6	0.0
44	CCN(C[C@@H]1[C@@H](c2ccccc2)[C@H](CO)N1CC1CC1)C(=O)c1ccccn1	24.7	0.0
45	C[C@@H]1CN([C@H](C)CO)C(=O)c2c(c3ccccc3n2C)-c2ccccc2CO[C@@H]1CN(C)C(=O)Nc1ccccc1C(F)(F)F	38.7	0.0
46	COc1ccc(CN(C)C[C@@H]2Oc3ccc(NC(=O)Nc4ccc5c(c4)OCO5)cc3CC(=O)N([C@H](C)CO)C[C@@H]2C)cc1	-46.9	0.0
47	COc1ccc(S(=O)(=O)Nc2ccc3c(c2)C(=O)N([C@H](C)CO)C[C@@H](C)[C@@H](CN(C)Cc2ccc(C(F)(F)F)cc2)OCCCC[C@@H](C)O3)cc1	-5.8	0.0
48	O=C(C1CCOCC1)N1CC(=O)N2[C@H](CO)[C@@H](c3ccc(/C=C/c4ccccc4)cc3)[C@H]2C1	6.5	0.0
49	CC(C)[C@@H]1C(=O)N[C@@H](c2cccc(Cl)c2)CC=CC[C@H](C)Oc2ccccc2C(=O)N1C (mixture of isomers)	-40.8	0.8
50	COc1ccc(CN(C)C[C@@H]2OCCCC[C@@H](C)Oc3ccc(NC(=O)C4CCCCC4)cc3C(=O)N([C@H](C)CO)C[C@H]2C)cc1	-1.2	0.0

The list goes on.
no.	Molecule	YAP1 CTGF inhibition	Pax4 mRNA alpha TC1
51	CN1C(=O)c2cc(NC(=O)Nc3ccc(Cl)cc3)ccc2OC[C@H]2O[C@H](CC(=O)NCCN3CCCCC3)CC[C@H]21	4.8	0.0
52	COc1ccc2c3c(n(C)c2c1)[C@@H](CO)N(C(=O)c1ccc(F)cc1)CC31CN(C(=O)Nc2ccc(F)cc2)C1	37.1	0.0
53	CC(C)NC(=O)N1[C@@H](CO)[C@@H](c2ccccc2)C12CN(C(=O)Cc1cccnc1)C2	-11.2	x
54	C[C@H](NC(=O)[C@@H]1[C@@H](CO)[C@@H]2Cn3c(ccc(-c4ccccc4)c3=O)[C@@H]2N1C)c1ccccc1	25.3	0.0
55	COc1ccc(S(=O)(=O)N(C)C[C@H]2OCCCC[C@H](C)Oc3ccc(NC(=O)Cc4ccccc4)cc3C(=O)N([C@H](C)CO)C[C@H]2C)cc1	-63.3	0.0
56	C[C@@H]1CN([C@@H](C)CO)C(=O)CCCn2cc(nn2)CO[C@H]1CN(C)Cc1ccccc1	u	0.0
57	C[C@@H](NC(=O)C[C@H]1CC[C@@H]2[C@H](COC[C@@H](O)CN2Cc2ccc(C(F)(F)F)cc2)O1)c1ccccc1	22.9	0.0
58	CO[C@H]1CN(C)C(=O)c2ccc(NC(=O)c3nc4ccccc4s3)cc2OC[C@@H](C)N(Cc2cccnc2)C[C@H]1C	-17.5	0.0
59	O=C1CN(S(=O)(=O)Cc2ccccc2)C[C@H]2[C@H](c3ccc(C#Cc4ccccc4)cc3)[C@H](CO)N12	-51.7	0.0
60	COc1ccc(CN(C)C[C@H]2OCCCC[C@@H](C)Oc3ccc(NC(=O)C4CCCCC4)cc3C(=O)N([C@H](C)CO)C[C@@H]2C)cc1	20.3	0.0
61	C[C@@H]1CN([C@H](C)CO)C(=O)CCCn2nncc2CO[C@@H]1CN(C)S(=O)(=O)c1cn(C)cn1	-6.4	0.0
62	CO[C@@H]1CN(C)C(=O)c2cccc(C#N)c2OCC[C@@H]2CC[C@@H](OC)[C@@H](CN(C)C(=O)[C@H]1C)O2	14.3	0.0
63	CN1C(=O)c2cc(NC(=O)Nc3ccccc3Cl)ccc2OC[C@@H]2O[C@H](CC(=O)NCCCN3CCOCC3)CC[C@@H]21	22.9	0.0
64	CO[C@@H]1CN(C)C(=O)c2ccc(NC(=O)C3CC3)cc2OC[C@H](C)N(C(C)=O)C[C@@H]1C	2.3	0.0
65	CN1C(=O)c2cc(NC(=O)C3CCOCC3)ccc2OC[C@H]2O[C@@H](CC(=O)NCC3CCCCC3)CC[C@@H]21	-4.8	0.0
66	COc1ccc2c3c(n(C)c2c1)[C@H](CO)N(C(=O)C1CCOCC1)CC31CCN(C(=O)c2ccncc2)CC1	19.7	0.0
67	COc1cccc(C(=O)Nc2ccc3c(c2)OC[C@@H](C)N(CCc2ccccc2)C[C@H](C)[C@@H](OC)CN(C)C3=O)c1	20.0	0.0
68	C[C@@H]1CN([C@@H](C)CO)C(=O)c2cccc(NC(=O)Nc3ccc(F)cc3)c2O[C@@H]1CN(C)S(=O)(=O)c1ccc(Cl)cc1	-82.5	0.0
69	O=C(C[C@@H]1CC[C@@H]2[C@H](COC[C@H](O)CN2Cc2nccs2)O1)NCc1ccccc1Cl	-11.3	0.0
70	CCC(=O)N1CC2(CN(Cc3ccc(F)cc3)C2)c2c(n(C)c3cc(OC)ccc23)[C@@H]1CO	14.2	0.0
71	CC(=O)N1[C@H](CN(C)S(=O)(=O)c2ccccc2)[C@H](c2ccccc2)[C@@H]1CO	-6.3	0.0
72	O=C(C[C@H]1CC[C@@H]2[C@H](COC[C@H](O)CN2C(=O)c2cnccn2)O1)NCc1ccc(Cl)cc1	-9.4	0.0
73	O=C(Nc1ccccc1F)N1CCCCN2[C@H](CO)[C@H](c3ccc(/C=C/c4ccccc4)cc3)[C@H]2C1	-179.7	0.0
74	Cc1noc(C)c1NC(=O)N1C[C@H](O)COC[C@@H]2O[C@@H](CC(=O)N[C@H]3CCN(Cc4ccccc4)C3)CC[C@H]21	15.7	0.0
75	O=C(CCN1CCCCC1)NCC[C@H]1CC[C@@H](NS(=O)(=O)c2cccc(Cl)c2)[C@H](CO)O1	-12.5	0.0

(list continues)
no.	Molecule	YAP1 CTGF inhibition	Pax4 mRNA alpha TC1
76	COCCNC(=O)[C@H]1[C@H](CO)[C@H]2Cn3c(ccc(-c4ccc(F)cc4)c3=O)[C@@H]1N2C(=O)NC(C)C	17.7	0.0
77	O=C(NCCc1ccccc1)[C@H]1[C@H](CO)[C@H]2Cn3c(ccc(-c4cccc(F)c4)c3=O)[C@@H]1N2	11.8	0.0
78	Cc1ccc(S(=O)(=O)Nc2ccc3c(c2)CC(=O)N([C@H](C)CO)C[C@@H](C)[C@@H](CN(C)S(=O)(=O)c2ccccc2)O3)cc1	57.6*	0.0
79	Cc1ccc(CN2CC(=O)N3[C@H](C2)[C@@H](c2ccc(-c4ccccc4F)cc2)[C@@H]3CO)cc1	21.8	0.0

Source: PubChem
